Screens: PubChem BioAssay, National Center for Advancing Translational Sciences (NCATS)
Pol beta inh: qHTS Assay for Inhibitors of DNA Polymerase Beta; P06746; Pol beta primer extension/strand displacement, fluorescence kinetic; Potency, µM (highest dose often 114 µM), for inactives: at the top dose activity change, negative = inhibition, hits mostly inhibitors; 340,000 compounds, 1.3% hits; note: potency is the fitted concentration of half-maximal effect; % is set by controls: 0 for no effect and ±100 for the full control effect
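Values derive from four-parameter Hill fits of normalized kinetic data: reads at 0 and 10 min following addition of 50 nM substrate to 10 nM Pol beta preincubated 15 min with compound.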
RGS4 inhibitor: Inhibitors of Regulator of G Protein Signaling (RGS) 4: qHTS; Regulator of G-protein signaling 4 (Homo sapiens), P49798; Transcreener GDP fluorescence polarization, RGS4-accelerated GTP hydrolysis; Potency, µM (titrated, usually from 114 µM), for inactives: at the top dose activity change, negative = inhibition, hits mostly inhibitors; 390,000 compounds, 0.039% hits; AID 504845, 2011; note: potency is the fitted concentration of half-maximal effect; % is set by controls: 0 for no effect and ±100 for the full control effect; nearly all actives have a fitted effect of over 75% in size; some results filed as inactive show a strong effect at the top dose
Target sequence (P49798 whole entry, looked up): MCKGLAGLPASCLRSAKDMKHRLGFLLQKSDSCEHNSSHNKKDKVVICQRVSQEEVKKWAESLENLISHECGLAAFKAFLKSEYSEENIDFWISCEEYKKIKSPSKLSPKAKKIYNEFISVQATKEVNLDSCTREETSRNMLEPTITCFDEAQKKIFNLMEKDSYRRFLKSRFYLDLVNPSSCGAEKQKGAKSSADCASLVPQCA
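MLSMR compounds (23 nl, pin-transferred) preincubated 10 min at room temperature with a 500nM (2x) first reagent, then RGS4 at 900nM (2x) plus Transcreener GDP mix added; fluorescence polarization (620/688 nm) read before and after 90 min at 30 °C.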
LDHA inh: qHTS assay for inhibitors of human lactate dehydrogenase; activity change, % (values are at about 110 or 230 µM); purified LDHA, NADH/diaphorase-resazurin fluorescence; active compounds read low; AID 1347041, 2019; L-lactate dehydrogenase A chain (Homo sapiens), P00338; 480,000 compounds, 0.15% hits; in the data active = activity change below about -30%; inconclusive = mostly about -25% to -30%;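 note: plate controls were DMSO wells for no effect and wells without enzyme for full effect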
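LDH5 2 nM; NADH 0.06 mM, pyruvate 0.2 mM; 200 mM Tris pH 7.4, EDTA, Tween-20; 5 min RT. Detection: diaphorase 0.133 mg/mL + resazurin 37 µM, fluorescence ex540/em590 at 0 and 20 min; normalized to enzyme-free and DMSO wells.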
ERG-DNA inh: qHTS for Small Molecule Inhibitors of the ERG Ets/DNA interaction; Transcriptional regulator ERG (Homo sapiens), P11308; Potency, µM (titrated, usually from 76.9 µM), for the others: top-dose FP activity, negative = inhibition, usual class: inhibitors; AID 624246, 2012; fluorescence polarization, His-ERG Ets domain / labelled DNA; 370,000 compounds, 0.028% hits; active = well fitted inhibition curve with a large enough effect in the polarisation, with a control signal flat; inconclusive = small, poorly fitted or top-dose-only effect, or effect the other way, or a change in a side signal; inactive = no such curve, though single readings can be large or run the other way; the % refers to the polarisation;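 note: polarization taken with two DNA probes labelled with fluorescein and Texas red; potency is the fitted concentration of half-maximal effect; % of control where 0% means no effect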
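His-tagged ERG Ets domain (1 uM in the protein solution; 300mM KCl, 50mM Tris-HCl, 1mM EDTA, 1mM DTT, pH 7.5) received compound, then a probe mix of 5 nM fluorescein-DNA and 100nM Texas-615-DNA. Fluorescence polarization was read for both dyes.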
Pol kappa inh: qHTS for Inhibitors of Polymerase Kappa. purified Pol kappa, fluorescent DNA synthesis assay, 10 min. DNA polymerase kappa (Homo sapiens), Q9UBT6. 400,000 compounds, 0.53% hits. Potency, µM (highest dose often 107 µM), inactives show at the top dose activity, negative = inhibition, hits mostly inhibitors; note: potency is the fitted concentration of half-maximal effect; % is set by controls: 0 for no effect and ±100 for the full control effect
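Pol kappa 10 nM + cpd, 15 min RT; start w/ substrate 50 nM final; fluorescence kinetic read, 0 and 10 min. Neg ctrl: buffer, no enzyme.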
Apoferritin bind: qHTS Assay for Identification of Novel General Anesthetics | Ferritin light chain (Equus caballus), P02791 | apoferritin/1-aminoanthracene competitive binding, fluorescence | Potency, µM (top dose mostly 77.5 µM), for the others: at the highest dose activity change, negative = displacement, usual class: inhibitors | 350,000 compounds, 0.074% hits | AID 485281, 2010; note: potency is the fitted concentration of half-maximal effect; % is set by controls: 0 for no effect and ±100 for the full control effect; nearly all actives have a fitted effect of over 20% in size
Target sequence (P02791 2-175 limits assumed): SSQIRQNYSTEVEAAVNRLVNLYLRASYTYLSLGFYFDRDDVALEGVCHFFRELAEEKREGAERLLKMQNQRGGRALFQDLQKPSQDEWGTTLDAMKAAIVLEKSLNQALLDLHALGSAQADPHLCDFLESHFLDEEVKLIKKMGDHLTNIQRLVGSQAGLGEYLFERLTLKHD
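10 uM apoferritin + 50% sat. 1-AMA, PBS; cpd 10 min RT; Ex380/Em535 endpoint; normalized to free probe vs complex; 4-param Hill fit; propofol titration as pos. ctrl.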
POLH inh: qHTS for Inhibitors of Polymerase Eta. DNA polymerase eta (Homo sapiens), Q9Y253. recombinant Pol eta, fluorescent DNA replication assay. Potency, µM (titrated, usually from 114 µM), for the others: top-dose activity change, negative = inhibition, hits mostly inhibitors. 390,000 compounds, 1.2% hits. AID 588591, 2011; note: potency is the fitted concentration of half-maximal effect; % is set by controls: 0 for no effect and ±100 for the full control effect
Target sequence (Q9Y253 whole entry, looked up): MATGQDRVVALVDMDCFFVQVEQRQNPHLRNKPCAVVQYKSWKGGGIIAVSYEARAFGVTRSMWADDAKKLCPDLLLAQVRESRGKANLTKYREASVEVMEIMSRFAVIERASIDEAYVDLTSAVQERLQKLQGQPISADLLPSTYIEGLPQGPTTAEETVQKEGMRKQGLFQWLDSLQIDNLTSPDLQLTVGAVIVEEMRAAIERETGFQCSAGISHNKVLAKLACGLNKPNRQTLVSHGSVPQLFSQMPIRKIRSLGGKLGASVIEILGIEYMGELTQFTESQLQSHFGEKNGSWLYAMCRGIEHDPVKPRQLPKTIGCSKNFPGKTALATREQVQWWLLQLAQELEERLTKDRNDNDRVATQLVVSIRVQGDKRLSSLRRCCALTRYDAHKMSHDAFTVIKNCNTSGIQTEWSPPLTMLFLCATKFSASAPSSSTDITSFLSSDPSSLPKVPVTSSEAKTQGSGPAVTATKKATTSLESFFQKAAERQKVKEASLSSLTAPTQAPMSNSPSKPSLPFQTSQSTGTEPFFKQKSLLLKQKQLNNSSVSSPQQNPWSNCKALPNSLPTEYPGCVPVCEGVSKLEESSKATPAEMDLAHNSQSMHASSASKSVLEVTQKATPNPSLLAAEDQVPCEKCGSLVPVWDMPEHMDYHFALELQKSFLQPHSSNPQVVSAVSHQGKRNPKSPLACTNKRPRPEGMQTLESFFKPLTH
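Pol eta at 10 nM preincubated with compounds 15 min at room temperature; reaction started with fluorescent substrate (50 nM final) and read kinetically at 0 and 10 min.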
APEX1 inh: qHTS Assay for Inhibitors of the Human Apurinic/apyrimidinic Endonuclease 1 (APE1); DNA repair nuclease/redox regulator APEX1 (Homo sapiens), P27695; recombinant APE1, TAMRA/BHQ-2 abasic DNA cleavage fluorescence; Potency, µM (highest dose often 65.8 µM), without a hit: at the highest dose activity change, negative = inhibition, actives largely listed as inhibitors; 350,000 compounds, 0.35% hits; AID 2517, 2012;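 note: potency is the fitted concentration of half-maximal effect; plate controls were vehicle for no effect and reference inhibitor for full effect; nearly all actives have a fitted effect of over 55% in size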
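Activity was derived from the fluorescence gain between first and third kinetic reads (60 s intervals, ex 525/em 598 nm) after 50 nM THF-abasic TAMRA/BHQ-2 duplex was added to 0.75 nM APE1 preincubated 15 min with compound.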
ALOX12 inh: Primary qHTS assay for inhibitors of human arachidonate 12S-lipoxygenase (ALOX12): Round 2; Polyunsaturated fatty acid lipoxygenase ALOX12 (Homo sapiens), P18054; purified 12hLO, xylenol orange hydroperoxide absorbance; Potency, µM (highest dose often 108 µM), for inactives: top-dose activity change, negative = inhibition, hits mostly inhibitors; 580,000 compounds, 1.1% hits; AID 1671190, 2021; note: potency is the fitted concentration of half-maximal effect; % is set by controls: 0 for no effect and ±100 for the full control effect
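Hydroperoxide product was detected by ferrous iron/xylenol orange as the 573 to 405 nm absorbance ratio. Arachidonic acid at 40 uM (final) was turned over for 30 min at room temperature by 150 nM human 12hLO, pH 7.0 Hepes buffer, after 15 min compound preincubation.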
Active calls of the source: *; i = inactive; u = inconclusive; x = no result given; [ ] = dose if it differs, or a comment. Unless noted, calls come from the whole dose curve; as a rule, active = well fitted curve in the direction sought with a large enough effect; inconclusive = small, poorly fitted or top-dose-only effect, or another doubt; inactive = no such curve, though single readings can be large; an effect the other way counts as inactive or inconclusive.

SMILES	Pol beta inh	RGS4 inhibitor	LDHA inh	ERG-DNA inh	Pol kappa inh	Apoferritin bind	POLH inh	APEX1 inh	ALOX12 inh
CCc1ccc(/C=N/NC(=O)c2nnn(-c3nonc3N)c2C(C)C)cc1	-1%	-17%	-1	14%	1%	-16%	-7%	6%	5%
CC(=O)N1CCC(N(Cc2ccco2)C(=O)Nc2cccc(C)c2)CC1	3%	-5%	-1	-2%	-9%	-8%	-2%	x	-24%
Cn1c(=O)c2cc(S(=O)(=O)NCCC(=O)NC3CCCCCC3)ccc2n(C)c1=O	34%	-6%	-6	x	3%	u	8%	-2%	2%
O=[N+]([O-])c1ccc(N2CCN(S(=O)(=O)c3ccc4ccccc4c3)CC2)cc1NCc1ccco1	-1%	-20%	-6	-7%	-7%	2%	-14%	-1%	0%
COC(=O)C1=CN(Cc2ccccc2)C=C(C(=O)OC)C1c1ccc(OC)c(OC)c1	12%	-22%	2	-2%	4%	-2%	-12%	3%	7%
Brc1ccc(-c2cnnc(N3CCCC3)n2)cc1	-1%	-28%	5	-4%	-3%	u	-10%	0%	2%
NS(=O)(=O)c1cccc2c1c([N+](=O)[O-])cc1[nH]c(=O)c(=O)[nH]c12	x	x	x	x	21µM*	2%	x	1.6µM*	u
Cc1nn(-c2ccccc2)c2c1C(c1ccco1)C(C#N)=C(N)O2 (centres undefined)	-1%	10%	5	6%	-17%	-12%	-1%	-20%	u
CCOCCCNc1nc(=S)[nH]c2cc(OC)c(OC)cc12	0%	u	-2	14%	-5%	-12%	1%	-4%	-23%
CC(=O)c1cccc(NC(=O)Cn2nc(-c3ccccc3Cl)ccc2=O)c1	1%	-30%	2	2%	-1%	u	-13%	0%	-3%
O=C1CSC(c2cccs2)N1c1ccccc1 (centres undefined)	16%	17%	-6	x	1%	u	-1%	-4%	-1%
COc1ccc(CNc2nc(-c3cccnc3)nn2C(=O)c2cccs2)cc1	10%	-18%	-3	14%	-4%	-6%	-3%	-4%	-13%
CCCc1ccc(C(=O)/C=C/N(C)C)cc1	-8%	21%	-7	12%	-24%	-23%	3%	-10%	u
Cc1ccc(S(=O)(=O)NC(CC(=O)O)c2ccccc2)c(C)c1 (centres undefined)	19%	6%	-8	x	-1%[60.1 µM]	-3%	1%	-1%	-1%
COc1ccc(C2N3CC4(C)CN2CC(C)(C3)C4)cc1OC (centres undefined)	4%	15%	-5	7%	-6%	-14%	-12%	-6%	-17%
Cc1cccc2cc3c(N)c(C#N)sc3nc12	u	12%	-4	-2%	-11%	u	-17%	-12%	u
CCOC(=O)c1cccc(NC(=O)c2sc3nc[nH]c(=O)c3c2C)c1	1%	-6%	0	-1%	-4%[60.1 µM]	-15%	7%	x	-21%
COCc1cc(C)nc(OCC(=O)N/N=C/c2ccc(C)o2)c1C#N	2%	-6%	1	-3%	-7%	-14%	-8%	4%	3%
Cc1ccccc1CC1(CO)CCCN(Cc2ccc(C#CC(C)(C)O)cc2)C1 (centres undefined)	u	-7%	4	-1%	-2%	u	-27%	2%	-12%
CCCCOC(=O)Cn1cnc2ccc(Br)cc2c1=O	6%	-2%	-4	4%	-2%	u	-12%	0%	0%
COc1ccc(-c2nn(-c3ccccc3)cc2/C=C(/C#N)C(N)=O)cc1[N+](=O)[O-]	u	-31%	-3	-4%	-9%	0%	u	-2%	-17%
O=C(O)c1ccccc1N/N=C\c1ccnc2ccccc12	u	29%	u	9%	-5%	-10%	u	-6%	u
CCn1c(SCC(=O)Nc2sc3c(c2C#N)CCC(C(C)(C)C)C3)nnc1-c1ccco1 (centres undefined)	-5%	-29%	1	2%	-4%	28µM*	-12%	-4%	0%
COc1ccc(OC)c(CN2CCN(C(=O)c3cc(S(=O)(=O)N4CCOCC4)ccc3C)CC2)c1	x	-5%	-1	5%	2%	x	-14%	x	26%
Cc1cc2nc(N(Cc3cccnc3)C(=O)c3ccc(Cl)s3)sc2cc1C	0%	9%	-3	-7%	0%[60.1 µM]	-6%	-22%	x	-26%

No new results follow: entries from further up.
SMILES	Pol beta inh	RGS4 inhibitor	LDHA inh	ERG-DNA inh	Pol kappa inh	Apoferritin bind	POLH inh	APEX1 inh	ALOX12 inh
O=C(O)c1ccccc1N/N=C\c1ccnc2ccccc12	u	29%	u	9%	-5%	-10%	u	-6%	u
CCn1c(SCC(=O)Nc2sc3c(c2C#N)CCC(C(C)(C)C)C3)nnc1-c1ccco1 (centres undefined)	-5%	-29%	1	2%	-4%	28µM*	-12%	-4%	0%
COc1ccc(OC)c(CN2CCN(C(=O)c3cc(S(=O)(=O)N4CCOCC4)ccc3C)CC2)c1	x	-5%	-1	5%	2%	x	-14%	x	26%
Cc1cc2nc(N(Cc3cccnc3)C(=O)c3ccc(Cl)s3)sc2cc1C	0%	9%	-3	-7%	0%[60.1 µM]	-6%	-22%	x	-26%

The results go on:
SMILES	Pol beta inh	RGS4 inhibitor	LDHA inh	ERG-DNA inh	Pol kappa inh	Apoferritin bind	POLH inh	APEX1 inh	ALOX12 inh
Cc1cc(C(=O)Nc2ccccc2C)n(-c2ccccc2)n1	64%	-4%	-6	-10%	0%	-8%	-2%	0%	2%
Cc1ccc(O)c(NS(=O)(=O)c2cccc3nsnc23)c1	23%	-11%[56.9 µM]	-2	-19%	2%	-7%	-3%	-5%	0%
CCN(Cc1cccs1)C(=O)CN1C(=O)NC(c2ccccc2)(c2ccccc2)C1=O	x	8%	-7	5%	-8%	x	-11%	6%	-7%
OC1(c2ccccc2)CCN(Cc2ccccc2)CC1	u	2%	2	15%	-11%	1%	9%	4%	-14%
CCn1cc(C2CC(=O)NC2=O)c2ccccc21 (centres undefined)	8%	-10%[11.4 µM]	2	-1%	-10%	-2%	22%	0%	-9%
CCOc1ccc(-n2c(=S)sc3c(=O)n(-c4ccccc4)c(SCC(=O)O)nc32)cc1	6%	29%	-4	-6%	-17%	13%	4%	20%	35%[activator]
CC1(C)C[C@H]2C3=CCC4[C@@]5(C)CC[C@H](O)[C@](C)(CO)C5CC[C@@]4(C)[C@]3(C)C[C@H]3O[C@@H]1[C@H](O)[C@]32CO (some centres undefined)	x	-5%	-5	1%	1%	x	-12%	0%	9%
CCN1CCN(Cc2c(O)ccc3c(=O)c(-c4ccccc4OC)coc23)CC1	1%	-19%	-3	x	-6%	68%[activator]	13%	-2%	-12%
CCCCNC(=O)C(=O)N/N=C/c1ccc(OCC(=O)Nc2cccc(OC)c2)c(OC)c1	u	-53%	-10	-14%	-13%	-3%	-9%	6%	-20%
Cc1c(NC(=O)COC(=O)c2ccccc2Cl)c(=O)n(-c2ccccc2)n1C	40%[activator]	9%	-7	-1%	-3%	-5%	-22%	18%	36%[activator]
COc1ccc(NC(=O)CN(C)C(=O)c2cn(-c3ccccc3)nc2-c2ccc(F)cc2)cc1	x	-8%	-1	1%	1%	x	-17%	-20%	i
Cc1cc2n(n1)CCC(=O)N2Cc1ccc(C(=O)Nc2cccc(C(F)(F)F)c2)cc1	-3%	-22%	-8	-1%	0%	-14%	-15%	x	u
CCOc1ccc2c(c1)n([O-])c1c([n+]2=O)CCCC1	1%	u	34	-5%	-6%	8%	0%	-10%	18%
Cc1nn(CCC(=O)NC(C)C)c(=O)c2nn(-c3ccccc3)c(C)c12	41%	22%	-5	1%	4%	-8%	-9%	x	12%
COC(=O)c1c(NC(=O)c2nc3ccccc3s2)sc2c1CC(C)(C)NC2(C)C	30%	30%	-8	4%	-6%	-6%	-1%	-2%	2%
O=C(Cn1ncc2c3ccccc3n(Cc3cccc(Cl)c3)c2c1=O)NCc1cccs1	25µM*	-5%	-9	6%	-27%	-11%	-17%	x	u
Cc1ccc(S(=O)(=O)n2nc(-c3ccc(Cl)cc3)nc2NCc2ccccc2)cc1	6%	-8%	4	3%	-23%	-4%	-15%	x	-17%

Some of these compounds in order of length of the SMILES, high to low:
SMILES	Pol beta inh	RGS4 inhibitor	LDHA inh	ERG-DNA inh	Pol kappa inh	Apoferritin bind	POLH inh	APEX1 inh	ALOX12 inh
CCCCNC(=O)C(=O)N/N=C/c1ccc(OCC(=O)Nc2cccc(OC)c2)c(OC)c1	u	-53%	-10	-14%	-13%	-3%	-9%	6%	-20%
Cc1ccc(S(=O)(=O)n2nc(-c3ccc(Cl)cc3)nc2NCc2ccccc2)cc1	6%	-8%	4	3%	-23%	-4%	-15%	x	-17%
CCn1cc(C2CC(=O)NC2=O)c2ccccc21 (centres undefined)	8%	-10%[11.4 µM]	2	-1%	-10%	-2%	22%	0%	-9%

The list is partial; rates above refer to the full screens.
